Screens (PubChem BioAssay)
Mtb UGM inh – M. tuberculosis UGM enzyme inhibitors, primary screen, biochemical, fluorescence polarization, single point; purified UGM, fluorescence polarization probe displacement; inhibition, % at 10 µM; hit rate 0.06% among 320,000; UDP-galactopyranose mutase (Mycobacterium tuberculosis (strain ATCC 25618 / H37Rv)), …; in the data active means inhibition above about 10%, passing the limit was not always enough; inconclusive means no clear call, values can overlap the other calls
Target sequence (P9WIQ1 whole entry, looked up): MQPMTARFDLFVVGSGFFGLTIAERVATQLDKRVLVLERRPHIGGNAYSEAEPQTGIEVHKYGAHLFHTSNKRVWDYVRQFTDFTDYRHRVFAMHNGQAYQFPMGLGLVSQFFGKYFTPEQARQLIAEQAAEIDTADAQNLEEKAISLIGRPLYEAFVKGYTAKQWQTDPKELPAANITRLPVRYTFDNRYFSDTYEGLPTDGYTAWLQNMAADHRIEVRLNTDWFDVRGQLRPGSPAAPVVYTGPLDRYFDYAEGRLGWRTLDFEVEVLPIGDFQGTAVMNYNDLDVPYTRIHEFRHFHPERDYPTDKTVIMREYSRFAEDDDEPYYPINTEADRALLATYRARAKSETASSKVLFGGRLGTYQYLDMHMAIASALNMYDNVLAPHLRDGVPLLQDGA
Mtb BioA inh – M. tuberculosis BioA enzyme inhibitors, primary screen, biochemical, plate reader, single point, HTS; 7,8-diaminopelargonic acid synthase BioA (Mycobacterium tuberculosis); purified M. tuberculosis BioA enzyme; inhibition, % at 9.99 µM; hit rate 0.096% among 360,000; in the data active means inhibition above about 40%; inconclusive means no clear call, values can overlap the other calls
BoNT-F LC inh – BoNT/F light chain protease inhibitors, primary screen, biochemical, flow cytometry, MLPCN library. Botulinum neurotoxin type F light chain protease (Clostridium botulinum). Multiplex microsphere protease cleavage assay. inhibition, % at 10 µM. hit rate 0.22% among 360,000. AID 588497, 2011; in the data active means inhibition above about 35%, passing the limit was not always enough; inconclusive means no clear call, values can overlap the other calls; further: plate controls were buffer without enzyme for full effect and enzyme alone for no effect
BoNT-A LC inh2 – BoNT/A light chain protease inhibitors, primary screen, biochemical, flow cytometry, MLPCN library | multiplex microsphere protease substrate cleavage | inhibition, % at 10 µM | hit rate 0.17% among 360,000 | AID 588499, 2011; in the data active means inhibition above about 30%; inconclusive means no clear call, values can overlap the other calls; further: plate controls were buffer without enzyme for full effect and enzyme alone for no effect
FadD28 binding – inhibitors of FadD28 bisubstrate probe binding, primary screen, biochemical, fluorescence polarization, single point | Mycobacterium tuberculosis FadD28 fatty-acid-AMP ligase | inhibition, % at 12.5 µM | hit rate 0.22% among 360,000 | AID 588549, 2011; in the data active means inhibition above about 8.5%, passing the limit was not always enough; inconclusive means no clear call, values can overlap the other calls
GDH-TPI counter – GDH-TPI coupling enzyme inhibitors, primary screen, artefact control for M. tuberculosis FBA inhibitor project, biochemical, absorbance, full deck; GDH-TPI coupled enzyme counterscreen, NADH absorbance; inhibition, % at 4.8 µM; hit rate 1.2% among 360,000; AID 588335, 2011;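 further: 0% = DMSO wells and 100% = wells lacking the enzyme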
FBA Mtb inh – Mtb FBA enzyme inhibitors, primary screen, biochemical, fluorescence, strain H37Rv. Fructose-bisphosphate aldolase (Mycobacterium tuberculosis (strain ATCC 25618 / H37Rv)), …. AID 588726, 2011. purified M. tuberculosis FBA, fluorescence read-out. inhibition, % at 1 µM. hit rate 2.3% among 360,000; in the data active means inhibition above about 27%;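 further: 0% = vehicle and 100% = reference inhibitor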
Target sequence (P9WQA3 whole entry, looked up): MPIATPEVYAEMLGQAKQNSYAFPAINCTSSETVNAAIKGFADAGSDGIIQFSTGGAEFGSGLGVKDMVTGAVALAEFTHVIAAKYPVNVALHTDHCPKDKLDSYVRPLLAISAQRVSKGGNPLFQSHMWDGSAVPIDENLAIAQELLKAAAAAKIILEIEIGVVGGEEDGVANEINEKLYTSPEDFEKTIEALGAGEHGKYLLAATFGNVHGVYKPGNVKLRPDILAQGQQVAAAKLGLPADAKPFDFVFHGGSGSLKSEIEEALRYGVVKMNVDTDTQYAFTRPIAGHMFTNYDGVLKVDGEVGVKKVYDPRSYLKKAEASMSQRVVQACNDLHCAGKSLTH
CCHFV vOTU inh – CCHFV vOTU protease inhibitors, primary screen, biochemical, Pep-AMC substrate, fluorescence | inhibition, % at 11.5 µM | Crimean-Congo hemorrhagic fever virus L polyprotein viral ovarian tumor (vOTU) protease … | hit rate 0.55% among 370,000; further: 0% = vehicle wells with enzyme and 100% = no enzyme wells
PrPC surface inh – inhibitors of human cell surface prion protein PrPC, primary screen, cell-based, TR-FRET; AID 720596, 2013; TR-FRET read-out; inhibition, % at 13.8 µM; hit rate 0.43% among 370,000; in the data active means inhibition above about 24%; further: 0% = median of the test wells and 100% = reference compound wells
An asterisk follows results filed as active; u = inconclusive; x = no result given. Unless noted, no stated cut-off is given here; in the data, active means inhibition above about 30%; inactive means the rest.

SMILES	Mtb UGM inh	Mtb BioA inh	BoNT-F LC inh	BoNT-A LC inh2	FadD28 binding	GDH-TPI counter	FBA Mtb inh	CCHFV vOTU inh	PrPC surface inh
Cc1cc(Br)ccc1NC(=S)NCCc1ccccc1	-2.3	0.4	1	2.7	-3.6	0	1	-2	3
COc1ccc([C@H]2CC(=O)C=C(c3cc(C)ccc3OC)C2)cc1	2.2	-1.3	-4	-0.9	-5.0	1	-4	-1	-1
CC(=O)c1c(O)n(C)c(=S)n(-c2ccccc2)c1=O	-2.3	-1.1	11	-0.1	-0.5	8	1	16	6
O=c1oc2ccccc2nc1/C=C(\O)c1ccccc1	3.3	-0.4	-10	-1.3	-0.4	17	-1	8	-7
COc1ccc(NC(=O)CN2C(=O)NC(C)(c3ccc(C)cc3)C2=O)cn1 (configuration not stated)	2.6	-0.7	0	1.5	x	2	2	-8	-1
COc1cc(CN2C[C@@H](CO)O[C@@H](n3cnc4c(NC(C)C)ncnc43)C2)cc(OC)c1OC	x	2.1	-4	-0.5	-1.3	6	1	9	6
CSCCC(NS(=O)(=O)c1ccc(C)cc1)C(=O)NCC(C)(C)N1CCOCC1 (configuration not stated)	-0.1	0.5	0	-1.1	x	3	-5	-4	-2
CC(C)(C)c1ccc(S(=O)(=O)N2CCCC2C(=O)N2CCOCC2)cc1 (configuration not stated)	-1.2	x	-4	-1.4	0.6	8	1	2	5
CC1(C)CC(=O)C2=C(C1)NC(=O)CC2c1ccc(N(CCC#N)CCC#N)cc1 (configuration not stated)	0.5	-0.8	1	-0.2	-0.8	0	2	-13	1
CCN(Cc1ccccc1)C(=O)COC(=O)c1cc(Cl)nc(Cl)c1	-1.5	x	-1	-1.5	-0.1	2	-4	-12	-7
Cc1sc(NC(=O)c2ccc(F)cc2)c(CN2CCCCCC2)c1C	0.4	-4.8	1	-1.4	-2.5	3	1	-1	2
Nc1nonc1-c1nc2ccccc2n1CCC(=O)O	-1.7	17	-1	-1.5	-3.0	-2	-1	-2	-3
COc1ccccc1NC(=S)N1CCCCCC1	-0.4	-3.4	-8	-0.1	-0.7	6	0	-3	0
O=C(COC(=O)c1c[nH]c2ccccc12)Nc1ccc([N+](=O)[O-])cc1	2.1	x	-8	-1.9	-4.9	3	-1	9	12
CCc1cccc(NC(=O)CCS(=O)(=O)c2cc3c(cc2C)NC(=O)CO3)c1	-0.9	0.0	-17	-0.3	-1.3	-5	-1	0	-1
CC(C)C(OC(=O)c1cc2c(s1)CCCCC2)C(=O)NC(N)=O (configuration not stated)	2.7	3.4	-10	-1.7	-2.6	1	-2	13	-2
CCCCNC(=S)N(CCCO)Cc1cc2cc3c(cc2[nH]c1=O)OCCO3	0.7	1.5	u	-5.7	-4.8	7	10	-30	-4
CCOc1ccc(NC(=O)CN(C)C(=O)c2ccc(C)c(S(=O)(=O)N3CCCCC3)c2)cc1OCC	-1.9	0.1	4	1.0	-0.5	4	-1	0	-3
CC(=O)c1ccc(OCc2cc(C(=O)NC(C)c3cnn(C)c3)no2)cc1 (configuration not stated)	-0.5	-0.8	5	-1.8	-1.4	2	4	16	0
Cn1cccc1/C=N/NC(=O)CNc1ccc2ccccc2c1	2.4	-0.3	-13	2.0	-1.4	11	3	-6	6
Nc1nc2nonc2nc1N1CCCCC1	1.7	-1.1	0	0.5	-5.5	16	-2	11	-7
CC(C)CC(=O)NC(NC(=O)CC(C)C)c1cccc([N+](=O)[O-])c1	0.8	-0.9	-1	-0.2	-2.7	3	-2	3	-2
O=C1c2ccccc2C(=O)N1CCC(=O)N1CCCc2ccccc21	5.1	-0.7	2	-0.3	-3.1	-8	1	0	4
O=C(Nc1ccnn1C1CCN(CCCC2CCCC2)CC1)c1ccccc1	-2.9	1.4	1	-0.8	-0.6	-11	2	17	-14
COc1ccc([C@H]2CC(=O)C=C(c3ccc(Cl)c(C(F)(F)F)c3)C2)cc1	-2.3	-2.5	1	0.3	-0.9	13	3	2	-5
C=C(C)C1CC=C(CN2CCC(O)CC2)CC1 (configuration not stated)	1.1	-1.2	-5	0.5	1.1	5	-1	-4	5
CC(c1ccc(Cl)cc1)n1c(-c2ccc3ccccc3n2)n[nH]c1=S (configuration not stated)	-1.5	5.3	-8	0.3	-2.5	5	0	22	4
O=C(O)c1cccc2c1-c1c(cccc1[N+](=O)[O-])C2	x	-0.5	-1	0.0	0.1	20	-4	18	-43
CCCCN(C)C(=O)c1nc2ccccn2c1CNCCCn1nnc2ccccc21	-1.2	-1.0	-10	-0.3	-3.5	-6	0	-15	-6
Cc1nc(NC2=NCN(Cc3cccnc3)CN2)nc2ccccc12	x	1.5	-2	-1.2	-4.1	0	-3	-1	3
CCC(C)(C)NC(=O)C(c1ccccc1)N(Cc1cccs1)C(=O)Cn1nnc2ccccc21 (configuration not stated)	-1.8	x	-2	-0.8	-1.6	-2	-3	-6	14
CCOC(=O)N1CCN(S(=O)(=O)c2ccc(C)cc2)C1	-0.3	x	2	-0.1	-1.5	3	5	6	5
OC(COc1ccccc1)Cn1c2ccccc2c2ccccc21 (configuration not stated)	0.5	0.3	-4	0.1	-4.8	7	-1	0	7
C=CCOC(=O)C1=C(C)N=c2s/c(=C3\C(=O)N(CC(=O)O)c4ccccc43)c(=O)n2C1c1ccc(OC)cc1 (configuration not stated)	1.1	-2.1	-9	0.5	5.8	-1	1	-9	7
CC(C)Cn1c(CN(C)Cc2ccccc2)nc2c1c(=O)n(C)c(=O)n2C	2.1	1.3	-2	0.3	-3.7	-6	-1	5	10
O=C(Cc1cccc2ccccc12)Nc1ccc2c(c1)C(=O)NC2=O	-2.6	x	-1	0.1	-3.8	-5	0	1	-5
O=C(CN(c1ccccc1)S(=O)(=O)c1ccccc1)NCCSc1ccccn1	0.2	x	15	2.5	-1.5	6	3	3	-2
CN(C)/C=N/C(=S)Nc1ccc(F)cc1	0.5	-0.5	-7	0.0	0.4	-2	-4	3	4
CCc1cccc2c(C(=O)CSc3nncn3C)c[nH]c12	0.8	x	-2	0.3	-1.9	-5	-9	-6	10
CCCOC(=O)c1ccc(Cl)c(NC(=O)c2ccc(-c3ccccc3)cc2)c1	-0.4	-0.1	-2	-0.5	-1.3	-3	0	-3	-1
N#C/C(=C/c1ccco1)c1nc2ccccc2s1	1.6	-2.8	6	0.7	-5.7	17	-3	-1	-22
Cc1cn([C@H]2C[C@H](O)[C@@H](CNCc3cccn3-c3nccs3)O2)c(=O)[nH]c1=O	x	-8.3	-1	-0.4	-0.3	0	3	1	-7
CSc1sc(C(=O)NC(=O)NCc2ccncc2)c(C)c1-c1ccon1	0.7	x	-14	-1.2	0.2	10	7	-3	0
CCN1C(=O)[C@H]2[C@@H](c3ccc(OC)cc3)N[C@]3(CCCN(Cc4ccc(OC)cc4)C3=O)[C@H]2C1=O	x	-2.8	-8	-0.6	-1.4	-2	-2	-3	-9
c1ccc(N2CCN(c3nc(-c4ccccn4)nc4ccccc34)CC2)cc1	1.4	0.9	-11	-0.4	-1.4	22	1	14	-2
COC(=O)c1ccc2nc(-c3ccco3)c(Cc3ccc(OC)cc3C)n2c1	x	-1.6	-8	2.9	-6.0	x	-5	15	6
Cc1ccc(Cn2c(=N)n(CC(=O)c3ccccc3)c3ccccc32)cc1	1.4	x	-1	0.7	-2.0	7	4	-3	8
NS(=O)(=O)c1ccc(CCNC(=O)CSc2nc3ccsc3c(=O)n2CCCCC(=O)O)cc1	-0.4	x	0	0.0	-1.2	-3	1	-10	2
COc1ccc(-n2c(Cc3cccn3C)nnc2SCC(=O)Nc2cccc(F)c2)cc1	-2.6	3.2	-11	-0.7	-1.2	2	0	18	3
COc1ccc(NC(=O)c2sc3nc(C)nc(N4CCN(c5ccccn5)CC4)c3c2C)cc1Cl	-1.6	-1.5	1	-3.7	-1.4	16	3	8	1
COc1cc(NC(=O)C/C(C)=N/NC(=O)c2cccs2)c(OC)cc1Cl	0.6	0.0	-2	-0.8	-4.9	14	-1	15	6
O=C1CCCC/C=C\C[C@H](CC(=O)N(CCO)Cc2ccccc2)C(=O)NCCO1	0.7	0.5	-4	0.0	-2.2	3	-2	4	-2
CC(C)(C)OC(=O)N[C@@H](Cc1ccccc1)C(=O)N1CCC(C(=O)O)CC1	2.9	-1.6	0	-0.8	-3.6	3	1	-2	2
COc1cnn(-c2ccc(Br)cc2)c(=O)c1SCc1ccccc1	0.7	x	-12	-1.5	1.3	3	1	8	-4
O=C(CNC(=O)c1ccc(F)cc1)Nc1ccccc1C(F)(F)F	-0.9	x	-2	-0.6	-2.5	-9	4	5	-10
N#CC1=C(SCc2ccccc2)NC2=C(C(=O)CCC2)C1c1ccc2c(c1)OCO2 (configuration not stated)	0.3	0.6	6	-0.2	-0.9	17	-4	-1	13
CCOC(=O)c1c(C)[nH]c(C(=O)CSc2ccc(Cl)cc2)c1C	1.5	-0.3	-1	u	-1.5	16	0	-2	6
CC(C)N(C(=O)[C@H]1C[C@H](CC(=O)NCCC2=CCCCC2)C(=O)N2CCc3c([nH]c4cc(-c5ccco5)ccc34)[C@]12C)C(C)C	x	-3.7	-3	-0.2	-4.6	14	18	-11	5
O=C(CCl)NN1C(=O)NC2(CCCCC2)C1=O	1.9	x	-8	-0.4	-0.3	-1	1	0	-5
CC1=CCC2([N+](=O)[O-])CN(CC(=O)O)CC1([N+](=O)[O-])C2 (configuration not stated)	-1.3	x	-5	-1.0	-1.3	1	0	-1	0

Next part:
SMILES	Mtb UGM inh	Mtb BioA inh	BoNT-F LC inh	BoNT-A LC inh2	FadD28 binding	GDH-TPI counter	FBA Mtb inh	CCHFV vOTU inh	PrPC surface inh
COCCCNC(=O)/C(C#N)=C/c1ccc(OCC(=O)O)c(OC)c1	-0.5	-1.0	-2	-0.6	-0.6	20	-1	-6	-6
O=[N+]([O-])c1ccc(OCCCOc2cccc3cccnc23)cc1	2.3	0.0	x	x	0.2	3	0	12	-6
O=C(N/N=C/c1cn(-c2cccs2)nc1-c1ccccc1)c1ccccc1Br	1.1	x	-1	0.2	-5.6	14	1	-6	5
COc1ccc(N=Cc2c(O)n(-c3ccc(C)cc3)c(=O)[nH]c2=O)cc1	0.2	x	-5	-1.2	-4.0	22	3	14	-2
CCC(Sc1nc2ccccc2c(=O)[nH]1)C(=O)O (configuration not stated)	2.2	-1.5	-1	-0.9	-4.8	13	-2	-1	2
O=C(NCc1ccccn1)Nc1ccc(Br)cc1	1.2	-1.2	-10	-0.5	-1.3	0	0	-4	-8
